NPY-Y2 PAM-ag = potentiators or agonists of human neuropeptide Y receptor Y2. cells expressing NPY-Y2, potentiator/agonist read-out. activation, % at 3.6 µM. hit rate 0.45% among 220,000; in the data active = activation above about 27%;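 also: cells stimulated with NPY near EC25 plus isoproterenol at EC100; 0% = vehicle plus submaximal agonist and 100% = vehicle plus saturating agonist; some results beyond the cut were filed as inactive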
S1P4 antagonist = blocks the human S1P4 receptor. hit rate 0.26% among 220,000. S1P4-expressing cells, antagonist mode, reporter read-out. inhibition, % at 4.98 µM. O95977; in the data active = inhibition above about 29%;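 also: 0% = wells stimulated with agonist and 100% = vehicle wells without agonist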
CHOP inh = CHOP inhibition in unfolded protein response. AID 2732. CHO-K1 CHOP-promoter luciferase, tunicamycin-induced, 15-18 h. hit rate 3.8% among 220,000. inhibition, % at 10 µM;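 active = compounds that reduced the stress-induced luciferase reporter signal by more than about 70% of percent inhibition, limit read from the data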;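 also: 0% = tunicamycin plus vehicle and 100% = wells without tunicamycin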
TRPML3 ag = agonists of human TRPML3 channel | Q8TDD5 | HEK293 TRPML3-YFP, Fluo-8 calcium fluorescence; 100% = the carbachol control signal | activation, % at 3 µM | hit rate 0.29% among 220,000;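 active = activation above its plate's cutoff, the mean activation of the plate's test wells plus 3 SD, cut at about 12% in these data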;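 also: 0% = DMSO only wells and 100% = carbachol wells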
Target sequence (Q8TDD5 whole entry, looked up): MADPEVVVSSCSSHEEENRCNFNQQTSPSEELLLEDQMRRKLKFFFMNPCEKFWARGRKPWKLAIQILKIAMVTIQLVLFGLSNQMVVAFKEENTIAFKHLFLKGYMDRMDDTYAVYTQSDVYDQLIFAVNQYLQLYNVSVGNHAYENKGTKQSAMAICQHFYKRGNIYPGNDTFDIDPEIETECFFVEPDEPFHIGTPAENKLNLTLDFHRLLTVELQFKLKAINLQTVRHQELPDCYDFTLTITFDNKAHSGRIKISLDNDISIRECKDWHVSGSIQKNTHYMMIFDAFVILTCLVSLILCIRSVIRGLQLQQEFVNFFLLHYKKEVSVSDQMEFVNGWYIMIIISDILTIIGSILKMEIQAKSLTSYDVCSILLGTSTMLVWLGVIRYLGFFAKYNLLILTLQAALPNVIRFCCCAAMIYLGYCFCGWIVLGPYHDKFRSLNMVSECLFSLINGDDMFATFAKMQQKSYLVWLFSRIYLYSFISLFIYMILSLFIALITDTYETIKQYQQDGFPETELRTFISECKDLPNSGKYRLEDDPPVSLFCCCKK
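Test system – HEK293 line with stable expression of human TRPML3-YFP channel · Control set – carbachol 87 µM final as high control (100%), DMSO as low control (0%) · Signal – Fluo-8 calcium dye fluorescence, ex 470-495, em 515-575 nm · Incubation – 1-h 37 °C dye load, 5-s basal, 120-s post-compound reads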
zfTRPN1 agonist = zebrafish TRPN1 (NompC) channel agonism; HEK293 zebrafish TRPN1-YFP, Fluo-8 calcium fluorescence; 100% = response to 87 µM carbachol; activation, % at 3 µM; hit rate 0.18% among 220,000;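 active = activation above its plate's cutoff, the mean activation of test wells on that plate plus 3 SD, cut at about 19% in these data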;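 also: 0% = DMSO alone and 100% = 87 µM carbachol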
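Material: zebrafish TRPN1-YFP in HEK293 cells. Doses: one dose of 3 µM, 0.3% DMSO. Incubation: dye 1 h 37 °C plus 30 min RT. Measured by: intracellular calcium fluorescence with Fluo-8.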
NPY-Y1 antag = blocks the human neuropeptide Y Y1 receptor. hit rate 1% among 200,000. AID 1040. inhibition, % at 3.6 µM. HEK293-CNG Y1 cells, membrane potential fluorescence; NPY at EC95, then isoproterenol;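 active = inhibition above the campaign mean inhibition of all tested compounds plus 3 SD, cut at about 20% in these data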;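 also: 0% = DMSO wells given NPY plus isoproterenol and 100% = isoproterenol alone without NPY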
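Benchmarks – high control isoproterenol alone, low control NPY with isoproterenol · Material – HEK293 Y1/CNG channel cell line · Times – dye 3 h, compound 60 min room temperature, stimulation 45 min · Probe or stimulus – NPY (25 nM), isoproterenol (1 µM), Ro 20-1724 (25 µM) · Evaluation – % inhibition of NPY effect · Signal – fluorescence, membrane potential probe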
NPY1 pot ag = potentiators or agonists of human neuropeptide Y receptor Y1; NPY-Y1 expressing cells, potentiator/agonist activation; hit rate 0.37% among 220,000; activation, % at 3.6 µM; P25929; in the data active = activation above about 33%, passing the limit was not always enough;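 also: cells stimulated with NPY at EC10 then isoproterenol at EC100; 0% = low agonist plus stimulus and 100% = saturating agonist plus stimulus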
S1P4 agonist = agonists of human S1P4 receptor; S1P4-expressing cell line, agonist reporter assay; hit rate 0.35% among 220,000; O95977; activation, % at 4.98 µM; in the data active = activation above about 11%;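 also: 0% = DMSO vehicle and 100% = reference agonist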
EP2 mod = EP2 receptor (human) modulation; EP2-expressing cells, cAMP HTRF FRET, PGE2 co-stimulation; P43116; AID 940; hit rate 0.83% among 260,000; induction, % at 25 µM;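 active = compounds whose cAMP rise, as percent of the full-agonist control response, exceeds 60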;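 also: rat C6 glioma line stably carrying human EP2 under a CMV promoter; the protocol text gives 20 µM as final concentration; 100% = response of wells given 1 µM PGE2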
Target sequence (P43116 whole entry, looked up): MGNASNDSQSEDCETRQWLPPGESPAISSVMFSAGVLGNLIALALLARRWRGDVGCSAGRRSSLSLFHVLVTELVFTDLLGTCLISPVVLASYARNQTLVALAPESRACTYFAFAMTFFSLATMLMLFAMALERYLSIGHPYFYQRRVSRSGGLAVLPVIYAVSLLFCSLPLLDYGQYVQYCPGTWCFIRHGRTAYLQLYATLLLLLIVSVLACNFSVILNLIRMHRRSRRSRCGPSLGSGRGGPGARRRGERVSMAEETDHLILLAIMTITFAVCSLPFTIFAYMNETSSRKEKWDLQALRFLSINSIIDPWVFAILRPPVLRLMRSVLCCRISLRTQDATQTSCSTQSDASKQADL
Starred values were filed as active, the others as inactive; x = not tested or not shown; & = joins results of further samples.

nr	SMILES	NPY-Y2 PAM-ag	S1P4 antagonist	CHOP inh	TRPML3 ag	zfTRPN1 agonist
1	O=C(NCc1ccccn1)c1c(O)c2c([nH]c1=O)CCCC2	-2	-15	-1	-0.1	0.6
2	CSc1ccc(C2CC(=O)Nc3nc(SC)[nH]c(=O)c32)cc1 (stereo not drawn)	12	-10	-33	0.1	1.5
3	Cc1nn(-c2ccccc2)c(C)c1/C=N/n1c(-c2ccncc2)n[nH]c1=S	-11	13	5	0.3	-0.1
4	CC1Cc2ccccc2N1CC(=O)NC(=O)NCc1ccccc1 (stereo not drawn)	0	-6	23	-0.9	-1.3
5	CC(=O)c1ccc(NC(=O)COC(=O)c2nc(Cl)ccc2Cl)cc1	8	-7	15	0.5	0.1
6	CC(=O)c1ccc(NC(=O)C2CCCN2S(=O)(=O)c2cccc3cccnc23)cc1 (stereo not drawn)	11	-10	31	0.6	0.1
7	CN(C1CCCCC1)S(=O)(=O)c1ccc(S(=O)(=O)N2CCN(C(=O)c3ccccc3F)CC2)cc1	5	6	30	1.5	2.2
8	O=[N+]([O-])c1ccccc1-c1ccc(/C=N/n2cnnc2)o1	-5	-6	17	0.6	-0.1
9	O=C(CNC(=O)C(c1ccccc1)c1ccccc1)OCC(=O)c1cccs1	16	2	29	-0.5	-1.6
10	Cc1cc(Cl)ccc1OCC(=O)N/N=C1\CC2C=CCC12 (stereo not drawn)	-9	-36	26	0.0	-1.7

nr	NPY-Y1 antag	NPY1 pot ag	S1P4 agonist	EP2 mod
1	6	7	-1.1	-9
2	8	10	8.8	11
3	-4	7	1.4	15
4	0	-1	0.7	25
5	7	11	-0.5	-13
6	-3	7	1.0	1
7	-2	0	0.0	4
8	-5	-7	0.4	-23
9	0	8	0.8	-52
10	3	-31	1.8	4

(next part)
nr	SMILES	NPY-Y2 PAM-ag	S1P4 antagonist	CHOP inh	TRPML3 ag	zfTRPN1 agonist
11	Cc1ccc(NC(=O)COc2nc(C)cs2)cc1	7	-4	-38	-0.6	0.1
12	O=C(Nc1cccn(Cc2ccccc2Cl)c1=O)NC1CCCCC1	3	-4	26	2.0	1.3
13	Cn1cc(S(=O)(=O)CC(=O)N2CCc3ccccc32)c2ccccc21	-8	-11	4	0.1	0.4
14	Fc1ccc2c(c1)[C@H]1OCC[C@H]1[C@@H](c1ccco1)N2	6	-20	30	0.2	-0.9
15	NC(=O)c1ccc(C(F)(F)F)cn1	-5	-10	4	1.1	1.3
16	O=C1CCC(=O)N1CC(=O)N1c2ccccc2Sc2ccccc21	6	-13	6	0.8	2.1
17	Cc1cc(C(=O)NNC(=O)CCN2CCN(c3ccccc3)CC2)c2ccccc2n1	7	1	-2	0.9	0.8
18	Cc1cccc(C)c1NC(=S)NC(C)(C)CO	8	8	4	-0.1	1.2
19	O=C(CCCC(=O)N(CC(=O)NC1CCCCC1)Cc1ccc2c(c1)OCO2)Nc1ccccn1	-16	-19	49	-0.5	-2.7
20	O=C(NCC(=O)N(c1cccnc1)C(C(=O)NCc1ccco1)c1ccccc1)c1ccco1 (stereo not drawn)	-3	10	5	0.1	-0.5

nr	NPY-Y1 antag	NPY1 pot ag	S1P4 agonist	EP2 mod
11	8	-14	-1.4	-9
12	-10	11	0.1	-28
13	6	11	1.9	16
14	0	13	-1.9	7
15	-2	-4	0.9	17
16	0	4	1.1	8
17	1	4	-0.5	29
18	x	-5	0.5	9
19	13	-25	2.3	33
20	-1	7	-1.4	-6

Additional results follow:
nr	SMILES	NPY-Y2 PAM-ag	S1P4 antagonist	CHOP inh	TRPML3 ag	zfTRPN1 agonist
21	O=C(COC(=O)[C@@H]1CC(O)CN1S(=O)(=O)c1ccc([N+](=O)[O-])cc1)NC12CC3CC(CC(C3)C1)C2 (stereo partly drawn)	2	4	8	0.5	0.7
22	O=C(O)C1CSC(c2ccc3c(c2)OCO3)N1 (stereo not drawn)	-2	-12	9	0.8	0.8
23	O=C(C1CCN(C2CCN(C/C(Cl)=C/c3ccccc3)CC2)CC1)N1CCOCC1	-18	-8	-5	-0.1	0.1
24	CCOc1ccc(-c2nnn(CC(=O)N3CCCC3)n2)cc1OCC	5	-14	12	0.0	1.8
25	CSc1ccc(CNc2cccc3ccccc23)cc1	-18	5	12	0.3	-0.8
26	COc1ccc(OCCSc2nc3ccccc3n2CC(=O)O)cc1	3	-17	-6	0.6	-0.9
27	CCC(=O)N(Cc1ccco1)c1nc(C(=O)Nc2ccc(Cl)cc2)c(C)s1	-13	-22	38	0.0	0.4
28	CC(=O)n1cc(C2C(=O)CCCC2=O)c2ccccc21	7	0	18	0.4	0.1
29	Cc1ccc(S(=O)(=O)N2CCN(Cc3ccccc3)CC2)c(C)c1N(C)S(=O)(=O)c1ccccc1	-3	-7	14	7.8	-0.2
30	CC(C)(C)C(=O)OCc1nc(-c2ccc(C(F)(F)F)cc2)cs1	-7	16	3	0.7	3.3

nr	NPY-Y1 antag	NPY1 pot ag	S1P4 agonist	EP2 mod
21	-6	-14	-0.7	-9
22	x	20	0.8	2
23	5	-17	-2.5	0
24	-5	-3	0.2	-6&0
25	2	-23	-2.1	-30
26	-4	-7	0.3	1
27	9	-46	-1.1	-2
28	1	-7	1.5	6
29	4	-11	-0.3	-18
30	x	-32	0.4	7

Seven entries drawn at random from the list so far, as already listed:
nr	SMILES	NPY-Y2 PAM-ag	S1P4 antagonist	CHOP inh	TRPML3 ag	zfTRPN1 agonist
30	CC(C)(C)C(=O)OCc1nc(-c2ccc(C(F)(F)F)cc2)cs1	-7	16	3	0.7	3.3
23	O=C(C1CCN(C2CCN(C/C(Cl)=C/c3ccccc3)CC2)CC1)N1CCOCC1	-18	-8	-5	-0.1	0.1
22	O=C(O)C1CSC(c2ccc3c(c2)OCO3)N1 (stereo not drawn)	-2	-12	9	0.8	0.8
25	CSc1ccc(CNc2cccc3ccccc23)cc1	-18	5	12	0.3	-0.8
27	CCC(=O)N(Cc1ccco1)c1nc(C(=O)Nc2ccc(Cl)cc2)c(C)s1	-13	-22	38	0.0	0.4
26	COc1ccc(OCCSc2nc3ccccc3n2CC(=O)O)cc1	3	-17	-6	0.6	-0.9
21	O=C(COC(=O)[C@@H]1CC(O)CN1S(=O)(=O)c1ccc([N+](=O)[O-])cc1)NC12CC3CC(CC(C3)C1)C2 (stereo partly drawn)	2	4	8	0.5	0.7

nr	NPY-Y1 antag	NPY1 pot ag	S1P4 agonist	EP2 mod
30	x	-32	0.4	7
23	5	-17	-2.5	0
22	x	20	0.8	2
25	2	-23	-2.1	-30
27	9	-46	-1.1	-2
26	-4	-7	0.3	1
21	-6	-14	-0.7	-9

New compounds follow.
nr	SMILES	NPY-Y2 PAM-ag	S1P4 antagonist	CHOP inh	TRPML3 ag	zfTRPN1 agonist
31	O=C(NC1CCCC1)C1CCC(=O)N1C1CCCC1 (stereo not drawn)	13	-17	-6	0.8	-0.5
32	C=CCNC(=O)c1ccc2c(=O)n(CCCN3CCCC3=O)c(=S)[nH]c2c1	-3	8	8	0.4	-0.6
33	Cc1cccc(C)c1OC(=O)CSc1nnc(-c2ccccc2)o1	-22	0	7	0.6	0.2
34	O=C(NCc1ccco1)C1CCCN(S(=O)(=O)Cc2ccccc2)C1 (stereo not drawn)	-4	2	-16	0.1	-0.8
35	COc1ccc(C(=O)N/N=C/c2cccc3cccnc23)cc1	-7	-2	32	1.1	0.6
36	Cc1cc(C)nc(NS(=O)(=O)c2ccc(NC(=S)NC(=O)CC(C)C)cc2)n1	6	-4	24	-0.5	0.8
37	O=C(CCn1c(=O)oc2ccccc21)NC1=NCCS1	9	-15	15	0.5	1.5
38	O=C(CSc1nc2[nH]ncc2c(=O)n1-c1ccccc1)NCCc1ccccc1	3	-4	13	0.6	-0.1
39	CCc1ccc(N2Cc3ccccc3C2)cc1	5	13	-13	-0.6	-1.8
40	C=CCOC(=O)C1=C[C@@H](c2coc3ccccc3c2=O)[C@H](CCCO)[C@@H](OCC)O1	6	0	20	0.7	1.2

nr	NPY-Y1 antag	NPY1 pot ag	S1P4 agonist	EP2 mod
31	-3	1	-2.8	27
32	5	1	0.9	6
33	14	-24	-0.3	18
34	0	-4	-0.9	1&-1
35	3	-2	0.2	-20
36	2	-16	1.2	-38
37	3	13	0.0	7
38	3	8	2.0	8
39	x	-16	0.2	-30
40	3	8	0.0	18

(listing goes on)
nr	SMILES	NPY-Y2 PAM-ag	S1P4 antagonist	CHOP inh	TRPML3 ag	zfTRPN1 agonist
41	Cc1sc2ncn(CC(=O)Nc3cccc(S(N)(=O)=O)c3)c(=O)c2c1-c1ccccc1	23	-11	9	0.2	0.8
42	CC(=O)N(Cc1cc2cc(C)c(C)cc2n2nnnc12)CC1COCCO1 (stereo not drawn)	7	-2	21	1.1	0.2
43	CC(C)N1CC(O)=C(c2ccccc2)C1=N	-4	3	-17	1.1	-0.5
44	CC1CCN(C2=NC(=O)/C(=C/c3cn(-c4ccccc4)nc3-c3cccc(S(=O)(=O)N(C)C)c3)S2)CC1	-15	-6	31	0.4	0.1
45	Cc1ccc(S(=O)(=O)C2(C(=O)NC3CCCCC3C)CC2)cc1 (stereo not drawn)	-3	-13	-4	-0.4	-2.5
46	Cc1c(Cl)c([N+](=O)[O-])nn1CCCC(=O)Nc1c(C)n(C)n(-c2ccccc2)c1=O	7	-13	-18	0.8	-0.1
47	COc1ccc(-n2nnnc2SCC(=O)NCc2cccs2)cc1	-19	0	11	0.4	-0.7
48	O=C(O)CCNc1nc(C(F)(F)F)nc2ccccc12	4	6	-10	1.2	-0.2
49	CC(=O)Nc1sc2c(c1-c1nc3ccccc3s1)CCN(C(C)C)C2	-14	20	-2	8.6	24*
50	COc1ccc(CCN(C(=S)Nc2ccccc2)C2CC(=O)N(c3ccccc3)C2=O)cc1 (stereo not drawn)	37*	-11	43	0.5	2.1
51	C/C(=N\NC(=O)CSc1nnc(C)s1)c1ccc(Cl)cc1	-2	-11	8	0.8	-1.3
52	COCCn1c(SCC(=O)Nc2cc(C(C)(C)C)nn2-c2ccccc2)nc2ccccc2c1=O	1	-11	55	0.6	0.6
53	S=C(NCC1CCCO1)NC1CCCC1 (stereo not drawn)	-6	2	-2	0.6	1.6

nr	NPY-Y1 antag	NPY1 pot ag	S1P4 agonist	EP2 mod
41	x	40	0.3	3
42	1	17	0.4	25
43	-4	12	-0.9	3
44	-4	-1	-0.6	-8
45	3	-1	-0.4	27
46	5	4	-1.3	14
47	0	-11	0.2	-13
48	-2	1	-1.6	34
49	3	5	6.1	24
50	-2	37	0.6	13
51	-2	6	0.2	15
52	5	3	1.5	11
53	-5	13	-0.8	12

Compound activity: PubChem, several laboratories
